LDHA block: inhibitors of human lactate dehydrogenase A; P00338; purified LDHA, NADH/diaphorase-resazurin fluorescence; active compounds read low; activity change, % (values are at about 110 or 230 µM); 0.15% of 480,000 active; in the data active means activity change below about -30%; inconclusive means mostly about -25% to -30%;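 further: plate controls were DMSO wells for no effect and wells without enzyme for full effect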
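Resorufin fluorescence (ex540/em590), read at 0 and 20 min after diaphorase/resazurin addition, reports the NADH left after a 5 min room-temperature reaction of 2 nM human LDH5 with 0.06 mM NADH and 0.2 mM pyruvate.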
Vif-APOBEC3F blk: blocks the Vif interaction with APOBEC3F | HeLa A3F-eYFP + Vif (tagged APOBEC3F with the HIV-1 protein that degrades it), YFP fluorescence increase | Potency, µM (titrated, usually from 46.1 µM), without a hit: at the top dose activity, negative = active | 0.2% of 390,000 active | AID 602313; further: potency means the concentration at half of the fitted maximal effect; % of control where 0% means no effect; nearly all actives have a fitted effect of over 65% in size
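HeLa cells stably expressing Vif plus C-terminally eYFP-tagged A3F were seeded, incubated overnight at 37 deg C, dosed with compound, incubated overnight again at 37 deg C. Yellow fluorescence (Ex 488/Em 500-530) reported blocked Vif-mediated A3F-eYFP degradation.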
D1 ag: agonists of human D1 dopamine receptor | HEK293 T-REx D1 cells, calcium flux, agonist mode | activation, % at 2 µM | 1% of 360,000 active; in the data active means activation above about 30%; further: 0% is about no effect
Target sequence (P21728 whole entry, looked up): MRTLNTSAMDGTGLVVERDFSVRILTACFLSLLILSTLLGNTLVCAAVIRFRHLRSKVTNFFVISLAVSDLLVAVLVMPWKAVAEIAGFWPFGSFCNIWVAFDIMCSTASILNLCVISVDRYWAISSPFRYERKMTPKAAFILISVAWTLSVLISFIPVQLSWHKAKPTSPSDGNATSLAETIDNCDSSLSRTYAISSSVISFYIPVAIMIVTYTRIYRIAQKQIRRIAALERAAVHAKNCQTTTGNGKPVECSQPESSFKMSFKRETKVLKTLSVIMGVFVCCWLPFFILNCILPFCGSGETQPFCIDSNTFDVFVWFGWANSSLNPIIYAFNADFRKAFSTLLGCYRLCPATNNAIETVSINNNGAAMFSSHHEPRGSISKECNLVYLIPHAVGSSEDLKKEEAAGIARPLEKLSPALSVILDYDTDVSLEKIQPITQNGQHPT
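Agonism was scored from calcium flux recorded over 180 s (1 read/s) after pintool compound addition, following a 10-cycle baseline. Cells were inducible force-coupled HEK293 TREx D1, plated overnight at 30 C and loaded with no-wash calcium dye.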
Vif-APOBEC3G blk: inhibitors of Vif-APOBEC3G interaction | Q9HC16 | HeLa A3G-eYFP + Vif (tagged APOBEC3G with the HIV-1 protein that degrades it), YFP fluorescence, overnight | Potency, µM (highest dose often 46.1 µM), for inactives: at the highest dose activity, negative = active, actives largely listed as inhibitors | 0.076% of 410,000 active;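 further: potency means the concentration at half of the fitted maximal effect; on the % scale 0 is the no-effect control and ±100 the full control effect; nearly all actives have a fitted effect of over 60% in size; hits raise eYFP signal because A3G escapes Vif-driven loss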
Target sequence (Q9HC16 whole entry, looked up): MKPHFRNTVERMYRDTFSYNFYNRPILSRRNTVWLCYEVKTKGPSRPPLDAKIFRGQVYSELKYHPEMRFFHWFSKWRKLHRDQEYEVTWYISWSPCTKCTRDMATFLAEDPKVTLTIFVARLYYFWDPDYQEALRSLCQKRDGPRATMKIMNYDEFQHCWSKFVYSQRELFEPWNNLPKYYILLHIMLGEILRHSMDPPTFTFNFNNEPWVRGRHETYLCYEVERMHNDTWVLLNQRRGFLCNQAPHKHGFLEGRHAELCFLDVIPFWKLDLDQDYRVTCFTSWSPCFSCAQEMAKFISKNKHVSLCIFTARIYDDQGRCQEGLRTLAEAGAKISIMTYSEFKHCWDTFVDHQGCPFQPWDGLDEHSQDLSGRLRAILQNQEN
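HeLa cells stably expressing Vif and C-terminally eYFP-tagged A3G, seeded overnight at 37 deg C, then exposed to compound by pintool overnight at 37 deg C. Rise in yellow fluorescence (Ex 488/Em 500-530, Acumen) marks blocked Vif-driven A3G degradation.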
GRP78 ERSR act: inducers of ER stress response in human glioma cells | Potency, µM, without a hit: top-dose activation, most hits filed as activators | AID 602332 | 0.02% of 420,000 active | U87-MG GRP78 promoter luciferase reporter, 16 h; further: potency means the concentration at half of the fitted maximal effect; series mostly up to about 76 µM; % of control where 0% means no effect; nearly all actives have a fitted effect of over 35% in size
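Stably transfected U87-MG glioma cells carrying a GRP78-based luciferase sensor; 16 h compound incubation. Luminescence end-point read 10 min after Bright-Glo addition at room temperature.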
D1 potentiator: potentiators of human D1 dopamine receptor | potentiation, % at 10 µM | P21728 | 0.036% of 360,000 active | HEK293 TREx D1 cells, calcium flux, dopamine EC20 potentiation; in the data active means potentiation above about 30%; further: 0% is about no effect
RXFP1 agonist: activates the human relaxin receptor RXFP1; Q9HBX9; HEK293T-RXFP1 cAMP TR-FRET, 30 min; response scale: percent of porcine relaxin response, buffer zero; Potency, µM (doses to about 57.5 µM), for inactives: at the top dose activation, hits mostly activators; 0.3% of 370,000 active; further: potency means the concentration at half of the fitted maximal effect; on the % scale 0 is the no-effect control and ±100 the full control effect; nearly all actives have a fitted effect of over 60% in size; many of its hits are not listed in these tables
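HEK293 cells stably expressing RXFP1, treated 30 min at 37C with compounds plus PDE4 inhibitor Ro 20174; cAMP measured by HTRF TR-FRET. Normalized to buffer and 29 nM porcine relaxin; EC50 by Hill fit.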
D1 antagonist: antagonists of human D1 dopamine receptor. activity change, negative = inhibition, % at 10 µM. 3.2% of 360,000 active. HEK293 TREx D1 cells, calcium flux, dopamine EC80; active compounds read low; in the data active means activity change below about -30%; further: on the % scale 0 is the no-effect control and ±100 the full control effect
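Antagonism measured as reduced calcium response to an EC80 dopamine addition following 180 s compound pre-read; cells were inducible HEK293 Trex D1 plated overnight at 30 C, read kinetically at 1 cycle/sec.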
D2 potentiator: D2 dopamine receptor (human) potentiation; potentiation, % at 10 µM; HEK293 T-REx D2, calcium flux, EC20 dopamine potentiation; 0.34% of 340,000 active;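 active means potentiation over 3 SD above the plate norm, cut at about 30% in these data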; further: 0% is about no effect
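Tetracycline-induced Hek293 Trex D2 cells, force-coupled to calcium, loaded with no-wash calcium dye. Compound added with 180 s kinetic read for agonism, then EC20 dopamine and a further 180 s read for potentiation.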
* hit, by the source's call; ? = inconclusive; nt = not tested or not shown. Unless noted, the call rests on the fitted dose curve; in most records, active means well fitted curve in the direction sought with a large enough effect; inconclusive means small, poorly fitted or top-dose-only effect, or another doubt; inactive means no such curve, though single readings can be large; an effect the other way counts as inactive or inconclusive. The list is partial. The share of hits here may be higher or lower than overall.

Molecule	LDHA block	Vif-APOBEC3F blk	D1 ag	Vif-APOBEC3G blk	GRP78 ERSR act	D1 potentiator	RXFP1 agonist	D1 antagonist	D2 potentiator
Cc1ccc(C)c(S(=O)(=O)N2CCN(C(=O)C3CC3C)CC2)c1 (stereo not drawn)	-7	-3%	3	1%	-2%	0	0.2%	4	nt
CCCC(c1nnnn1CS(=O)(=O)c1ccc(C)cc1)N1CCN(C2CCCC2)CC1 (stereo not drawn)	-4	-13%	2	0%	0%	-2	-1.9%	1	-24
COc1ccc(NC(=O)CSc2nnc(-c3ccccn3)n2N)c(OC)c1	-2	-2%	2	0%	-2%	0	4.2%	-5	-12
CCCCCc1ccc(-c2ccc(/C=C/C(=O)O)cc2)nc1	1	0%	1	3%	-10%	-4	2.8%	-5	-8
Cc1ccc2cccc(Oc3nnnn3-c3ccccc3)c2n1	1	5%	1	-8%	-3%	-7	-0.1%	-11	1
Cc1ccc(NC(=O)CN2CCc3ccccc3C2)cc1S(=O)(=O)N1CCOCC1	1	1%	2	-2%	-2%	-7	0.1%	-9	-1
COCCN(CC(=O)NCc1ccc(OC)cc1)C(=O)CCC(=O)Nc1nccs1	-3	4%	3	-1%	-1%	-3	1.0%	-6	-6
Cc1nc2sc(C(c3cccs3)N3CC(C)CC(C)C3)c(O)n2n1 (stereo not drawn)	-5	0%	3	-1%	-6%	4	-1.3%	-5	7
O=C(COC(=O)c1cc(S(=O)(=O)N2CCCCC2)ccc1Cl)NC1CCCCC1	-1	2%	nt	1%	-3%	nt	nt	nt	nt
O=C(N=C1SC2CS(=O)(=O)CC2N1c1ccc(F)c(Cl)c1)C1CC1 (stereo not drawn)	-5	-5%	3	0%	-3%	-1	-0.2%	-6	18
COc1ccc(/C=C/CN2CCCC(C(=O)c3cc(F)ccc3F)C2)cc1 (stereo not drawn)	-5	-22%	2	5%	-5%	-2	-2.0%	-2	-19
COc1cc(C2N(C)C(=O)c3ccccc3N2C)ccc1O (stereo not drawn)	0	1%	3	4%	-3%	-6	5.9%	-9	4
CN1/C(=C\C(=S)NC(=O)c2ccccc2Cl)C(C)(C)c2ccccc21	-3	-8%	0	0%	2%	5	2.4%	10	-4
CCC(=O)N(NC1=NS(=O)(=O)c2ccccc21)S(=O)(=O)c1ccc(C)cc1	-4	0%	2	0%	0%	-3	-3.3%	1	28
O=C(CC1NCCN(Cc2ccccc2)C1=O)Nc1ccccc1 (stereo not drawn)	-10	3%	2	-2%	-1%	-3	0.4%	3	-4
O=C(NC1CCCCC1)C(c1ccco1)N(Cc1cccnc1)C(=O)C1COc2ccccc2O1 (stereo not drawn)	-5	0%	1	-1%	-4%	-2	0.8%	12	-7

Sorted by formula weight (highest first): three of the compounds above
Molecule	LDHA block	Vif-APOBEC3F blk	D1 ag	Vif-APOBEC3G blk	GRP78 ERSR act	D1 potentiator	RXFP1 agonist	D1 antagonist	D2 potentiator
O=C(NC1CCCCC1)C(c1ccco1)N(Cc1cccnc1)C(=O)C1COc2ccccc2O1 (stereo not drawn)	-5	0%	1	-1%	-4%	-2	0.8%	12	-7
CCC(=O)N(NC1=NS(=O)(=O)c2ccccc21)S(=O)(=O)c1ccc(C)cc1	-4	0%	2	0%	0%	-3	-3.3%	1	28
COc1cc(C2N(C)C(=O)c3ccccc3N2C)ccc1O (stereo not drawn)	0	1%	3	4%	-3%	-6	5.9%	-9	4

The list goes on.
Molecule	LDHA block	Vif-APOBEC3F blk	D1 ag	Vif-APOBEC3G blk	GRP78 ERSR act	D1 potentiator	RXFP1 agonist	D1 antagonist	D2 potentiator
COc1ccc(OC)c(Nc2nc(C3CC3)nc3c2nnn3Cc2ccccc2)c1	2	-17%	1	-2%	-5%	-8	2.2%	-5	22
CCOc1ccc(OCC(=O)Nc2c(C(=O)Nc3ccc(C)cc3)oc3ccccc23)cc1	-2	-9%	1	2%	-1%	-1	0.0%	4	-1
COc1ccc(CNS(=O)(=O)c2ccc3c(c2)CC(C)N3C(=O)C2CC2)cc1 (stereo not drawn)	-3	2%	10	1%	-4%	-6	0.2%	-25	-2
Cc1cc(C)cc(OCC(=O)N/N=C/c2ccc([N+](=O)[O-])o2)c1	-3	?	0	-24%	-2%	-10	-0.5%	-38*	1
CCCN(CCC)C(=S)NC1CC2C=CC1C2 (stereo not drawn)	-5	0%	2	0%	0%	1	2.5%	0	1
CC(C)(C)OC(=O)NCCCCCNC(=O)c1nc[nH]c1C(=O)N1CCc2ccccc2C1	2	-4%	nt	-5%	-5%	nt	nt	nt	nt
COc1ccccc1N1CCN(C(=O)Cn2c(=O)nc(-c3ccccc3)c3cc(Cl)ccc32)CC1	-12	4%	-1	9%	-2%	0	-2.0%	-2	3
O=C(Cn1c(CN2CCCCC2)nc2ccccc2c1=O)NCc1ccco1	-8	-3%	1	0%	-1%	-5	-2.5%	-7	11
Cc1cc(NC(=O)CSc2nc3c(c(=O)n2C)SCC3)no1	-1	-20%	5	-1%	-3%	-4	0.8%	-21	9
COC(=O)/C=C/C(=O)N1CCN(c2cccc(Cl)c2)CC1	nt	nt	2	nt	nt	0	-3.0%	-11	7
O=C1N=c2ccc([N+](=O)[O-])cc2=C1c1sc(=O)[nH]c1O	5	-12%	5	0%	-5%	7	1.9%	-11	0
O=C(COc1ccccc1F)NNC(=O)Cc1ccc(S(=O)(=O)N2CCOCC2)s1	-3	3%	1	0%	-3%	-3	-1.9%	-26	-1
Cc1ccc(-c2c(C(=O)N3CCN(c4cccc(C)c4C)CC3)oc(=O)c3ccccc23)cc1	-9	3%	3	0%	-3%	3	-0.6%	27	-4
O=Cc1cccc(Oc2ncccn2)c1	-2	6%	3	-1%	-4%	-2	-0.9%	-24	-2
C[C@H](CO)N1C[C@H](C)[C@@H](CN(C)C)Oc2c(NC(=O)CCCCCC(=O)Nc3ccccc3N)cccc2C1=O	3	-15%	nt	1%	5%	nt	nt	nt	nt
O=[N+]([O-])c1ccc(OCc2cn([C@@H](CO)c3ccccc3)nn2)c(Br)c1	0	-6%	5	3%	3%	1	0.0%	-5	-4
CC(C)CCN1CCN(Cc2cccc3cccnc23)CC1CCO (stereo not drawn)	-7	2%	1	-3%	2%	-7	-0.6%	-5	-24
Cc1ccc(-c2nnc3n2N=C(c2ccccc2Br)CS3)cc1	-3	-1%	2	1%	-7%	-14	4.6%	-15	-2
CCOC(=O)N1CCN(CC(O)COc2cc(C)cc(C)c2)CC1 (stereo not drawn)	-5	0%	1	5%	4%	-5	-1.1%	-3	-4
Cc1cc(C)c(NC(=O)C2CC3CCC2C3)c(C)c1 (stereo not drawn)	-7	9%	3	0%	1%	2	2.5%	2	-1
CN(C(=O)c1ccc(Cl)c([N+](=O)[O-])c1)C1(C)CCS(=O)(=O)C1 (stereo not drawn)	-6	-8%	0	-2%	1%	-10	0.6%	-12	-3
CCCCS(=O)c1c(O)c2ccccc2[nH]c1=O (stereo not drawn)	-1	-2%	4	2%	-2%	-2	0.7%	6	1
COc1cc(CN2CCN(CC3CC3)CC2CCO)cc(OC)c1 (stereo not drawn)	-10	6%	5	0%	-5%	-8	0.2%	1	4
CN(Cc1cccs1)C(=O)c1cccc(S(=O)(=O)N2CCCCCC2)c1	-6	2%	1	1%	-5%	-7	0.2%	22	4
Cc1ccccc1-c1cc(C(=O)N2CCCC2)c2ccccc2n1	0	4%	4	-4%	-5%	4	1.6%	-9	4
COC(C[C@@H](O)C[C@@H](O)[C@@H](C)OCc1ccccc1)OC	-12	-3%	nt	0%	-2%	nt	nt	nt	nt
O=C(NCC1CCN(c2ccc(S(=O)(=O)N3CCOCC3)cc2)CC1)Nc1ccccc1F	-6	-27%	4	4%	-4%	-9	-0.7%	-3	-13
CC(C)CC(NS(=O)(=O)c1ccccc1)C(=O)O (stereo not drawn)	0	4%	0	2%	-3%	-2	-2.0%	nt	-6
CSc1ccccc1OCc1cc(C(=O)N2CCN(Cc3nccn3C)CC2)no1	2	-8%	4	1%	-3%	-2	2.5%	-13	-5
CCC(=O)N1CCc2cc(Br)cc(S(=O)(=O)CCC(=O)N(C)c3cccc(C)c3)c21	-4	1%	0	0%	3%	-2	-0.1%	14	nt
O=C(O)[C@H](Cc1ccccc1)NC(=O)N1CCN(c2cccc(C(F)(F)F)c2)CC1	-2	5%	2	-6%	-4%	-2	3.0%	-2	-24
Cc1cccc(N2C(=O)c3ccc(C(=O)Nc4c[nH]c(=O)[nH]c4=O)cc3C2=O)c1	-11	-8%	1	2%	1%	-3	0.0%	-1	9
O=C(COC(=O)c1cc(S(=O)(=O)N2CCOCC2)ccc1F)NC1CC1	1	-13%	nt	1%	-4%	nt	nt	nt	nt
Cc1ccc(C)c(CN2CCC(CNC(=O)Nc3cccc(Cl)c3C)CC2)c1	-3	-2%	30	0%	-6%	-4	5.8%	-5	-9
COc1ccc(-c2cc(C(F)(F)F)nc(SCCC(=O)Nc3ccc(O)cc3)n2)cc1	-2	5%	1	-2%	6%	-6	4.2%	-10	-5
COc1nc(N/N=C/c2cc3c(cc2Br)OCO3)nc(N2CCOCC2)n1	0	1%	-1	-2%	-9%	0	0.8%	2	1
O=C(NNC(=O)C1CC=CCC1)c1ccccc1O (stereo not drawn)	2	11%	2	-6%	2%	2	2.7%	-2	7
COc1ccc(-n2nnnc2SCC(=O)NC2CCS(=O)(=O)C2)cc1 (stereo not drawn)	-9	-2%	nt	-4%	-1%	nt	nt	nt	nt
CC(NC(=S)NC1CCC(C(C)(C)C)CC1)c1ccccc1 (stereo not drawn)	-2	-6%	11	1%	-4%	-2	-0.5%	7	-1
COC(=O)CC(NC(=O)c1cccs1)c1ccc(OC)c(OC)c1 (stereo not drawn)	0	-1%	2	0%	-4%	-1	-0.4%	-2	-7
CCOc1ccc(C(=O)NCCC(=O)N2CCC3(CC2)NCCc2[nH]cnc23)cc1OCC	-5	3%	1	-1%	-3%	5	-1.1%	-63*	nt
